# TDP1 cell CPT = growth inhibition of DT40 Tdp1-/-;hTDP1 cells with camptothecin (screen for TDP1 inhibitors); chicken DT40 Tdp1-/-;hTDP1 cells + 20 nM CPT, ATP luminescence, 48 h; Potency, µM (top dose mostly 46.2 µM), for the others: at the highest dose activity change, negative = growth inhibition, usual class: inhibitors; 420,000 tested, 12% active; AID 686979; note: nearly all actives have a fitted effect of over 55% in size
#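 Chicken DT40 Tdp1-/- cells stably complemented with human TDP1 were seeded at 400 cells/well in medium containing 20 nM camptothecin, exposed to pin-transferred compounds, and grown at 37 °C for at least 48 hr. Viability was read as ATP luminescence.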
# FEN1 inh = human FEN1 inhibition. P39748. Recombinant FEN1 flap cleavage, fluorescence, 15 min. Potency, µM (doses to about 114 µM), inactives show top-dose activity change, negative = inhibition, most hits filed as inhibitors. 390,000 tested, 0.35% active; note: nearly all actives have a fitted effect of over 65% in size
#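 Recombinant FEN1 (10 nM) was preincubated with pin-transferred compounds for 15 min at room temperature, then flap DNA substrate (50 nM final) was added. Plates were read at 0 and 15 min, and normalized concentration–response data were fitted to a four-parameter Hill equation.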
# GCN5L2 inh = blocks human GCN5L2 histone acetyltransferase; Q92830; GCN5L2 HAT assay, ThioGlo1 CoA-SH fluorescence; Potency, µM (series often up to 58.9 µM), for the others: at the highest dose activity change, negative = inhibition, most hits filed as inhibitors; 390,000 tested, 0.21% active; AID 504327
# Target sequence (Q92830 whole entry, looked up): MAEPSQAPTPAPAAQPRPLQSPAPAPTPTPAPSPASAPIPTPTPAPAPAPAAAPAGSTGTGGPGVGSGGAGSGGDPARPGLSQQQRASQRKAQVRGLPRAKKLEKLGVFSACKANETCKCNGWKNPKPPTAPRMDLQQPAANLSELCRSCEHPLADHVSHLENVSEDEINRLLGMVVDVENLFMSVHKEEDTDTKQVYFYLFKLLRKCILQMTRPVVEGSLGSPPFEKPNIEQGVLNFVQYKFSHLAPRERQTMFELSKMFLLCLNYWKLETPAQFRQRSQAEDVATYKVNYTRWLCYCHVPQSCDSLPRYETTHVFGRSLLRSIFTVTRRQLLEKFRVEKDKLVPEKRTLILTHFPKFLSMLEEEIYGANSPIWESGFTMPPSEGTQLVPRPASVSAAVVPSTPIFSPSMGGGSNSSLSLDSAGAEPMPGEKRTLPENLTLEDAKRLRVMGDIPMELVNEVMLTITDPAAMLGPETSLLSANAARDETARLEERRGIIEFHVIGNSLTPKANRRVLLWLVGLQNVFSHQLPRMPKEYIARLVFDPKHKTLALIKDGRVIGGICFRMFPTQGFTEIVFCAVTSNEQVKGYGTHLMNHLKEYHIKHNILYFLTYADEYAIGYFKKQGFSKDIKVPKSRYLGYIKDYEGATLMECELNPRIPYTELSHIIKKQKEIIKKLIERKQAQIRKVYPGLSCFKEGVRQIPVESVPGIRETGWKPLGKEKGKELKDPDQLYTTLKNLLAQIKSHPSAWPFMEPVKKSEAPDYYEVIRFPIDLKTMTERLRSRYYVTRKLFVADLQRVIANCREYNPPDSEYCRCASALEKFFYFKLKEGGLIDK
#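 ThioGlo1-coupled HAT assay: 20nM GCN5L2, 70uM acetyl-CoA, 75uM H3(1-25) peptide, pH 7.5. Fluorescence read at 340/540nm at start and after 20 min at room temperature.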
# Starred values were filed as active, the others as inactive; ? = inconclusive; nt = no result given; & = joins results of further samples; [ ] = dose if it differs, or a comment. Calls come from the whole dose curve; as a rule, active = well fitted curve in the direction sought with a large enough effect; inconclusive = small, poorly fitted or top-dose-only effect, or another doubt; inactive = no such curve, though single readings can be large; an effect the other way counts as inactive or inconclusive. % is set by controls: 0 for no effect and ±100 for the full control effect; potency is the fitted concentration of half-maximal effect. Some of the compounds tested; the hit share may differ from the screen's.
smiles	GCN5L2 inh	TDP1 cell CPT	FEN1 inh
CCC(C)c1ccccc1NC(=O)c1cc(C)no1 (stereo not given)	-1.4%	?	12.2%
Cc1sc2ncnc(N3CCC(C(=O)Nc4ccc(OC(F)F)c(Cl)c4)CC3)c2c1C	-17.4%	?	-1.6%
COc1ccc(C(=O)N2CCSC2=S)cc1OC	-3.6%	1.3%	-3.0%
COC(=O)c1ccc(OCC(=O)N2CCCc3ccccc32)cc1	-4.7%	5.2%	-5.9%
COc1ccccc1-n1c(=O)c(C#N)c(-c2ccc([N+](=O)[O-])cc2)c2cc(C(=O)c3cc(F)ccc3O)cnc21	-4.6%	-0.9%	-17.7%
COc1ccc(C(=O)c2c(N)c(-c3nc(-c4ccc(OC)cc4)cs3)c3ccccn23)cc1	-11.5%	-0.6%	12.2%
CC1CC(C)(C)N(C(=O)CN2C(=O)c3ccccc3C2=O)c2ccccc21 (stereo not given)	-2.4%	-28.6%	-12.3%
COc1cccc(NC(=S)N2CCC(c3ccc(C)cc3)C2)c1 (stereo not given)	0.8%	11.6µM*	2.2%
O=C(NCc1ccc(OC(F)(F)F)cc1)c1cccc2c1C(=O)c1ccc(N3CCCCC3)cc1S2(=O)=O	-1.1%	-5.6%	12.4%
CSc1ccc(C(=O)C2CCCN(Cc3ccc(N4CCNC4=O)cc3)C2)cc1 (stereo not given)	-1.8%	6.4%	-18.9%

smiles	GCN5L2 inh	TDP1 cell CPT	FEN1 inh
Nc1cc(S(=O)(=O)Nc2ccc(Br)cc2)ccc1Cl	-7.0%	?	-21.8%
Fc1ccccc1Cn1c(-c2ccccc2)nc2ccccc21	-22.5%	?	-1.0%
Cc1ccc(NC(=O)C2CCCN(S(=O)(=O)c3c(C)noc3C)C2)c(C)c1 (stereo not given)	-10.0%	?	12.1%
CN(Cc1ccccc1)C(=O)C1CCN(S(=O)(=O)Cc2ccccc2)CC1	-2.0%	-2.0%	-3.6%
Cc1ccc(N2CC(C(=O)Nc3nccs3)CC2=O)cc1Cl (stereo not given)	-3.5%	?	16.2%
Cc1ccccc1C(=O)NC1CCCN(Cc2ccccc2F)C1 (stereo not given)	-0.5%	0.5%	4.5%
Cc1cc(C(=O)N2CCN(Cc3ccccc3)CC2)on1	-1.3%	2.3%	-7.0%
Cn1cc(CNCc2ccccc2OCC(O)CN2CCc3ccccc3C2)cn1 (stereo not given)	4.3%	-10.9%	-6.7%
COc1cccc(-c2c(C(=O)N/N=C/c3ccoc3)nnn2-c2nonc2N)c1	2.8%	2.9%	-6.9%
CC1CCCCC12NC(=O)N(CC(=O)OCC(=O)NCc1ccc(F)cc1)C2=O (stereo not given)	0.2%	6.8%	1.2%

smiles	GCN5L2 inh	TDP1 cell CPT	FEN1 inh
CSc1ccc(S(=O)(=O)NCCOc2ccccc2C)cc1	-12.4%	25.9µM*	-2.0%
COC(=O)Nc1ccc2c(c1)N(C(=O)CCN(C)C)c1ccccc1CC2	4.1%	-9.3%	-9.7%
CSCCC(NC(=O)COc1ccccc1)C(=O)OC(C)C(=O)Nc1ccccc1C (stereo not given)	1.1%	-25.0%	-0.5%
CC(C)OCCCN1CN(S(=O)(=O)c2ccccc2)c2nc3ccccc3nc21	-3.9%	-13.3%	-3.6%
CN1COc2ccc3ccccc3c2C1	-6.0%	-15.7%	-9.3%
Cc1ccc(OCC(=O)NCCNC(=O)c2cnccn2)cc1C	-2.3%	-28.6%	0.0%
COc1ccc(-c2cc(=O)c3cc(OC)ccc3[nH]2)cc1	-1.7%	-27.4%	-18.6%
Cc1ccc(NC(=O)Nc2ncnc3nc[nH]c23)cc1	-9.0%	-23.1%	-4.8%
Cc1cc(C)cc(NC(=S)N2CCN(Cc3ccccc3)CC2)c1	0.3%	?	5.4%
Cc1ccc(CNCc2cc(Cl)ccc2O)cc1	-9.5%	?	-4.6%

# Reprinted at random: 2 compounds from above, in no set order.
smiles	GCN5L2 inh	TDP1 cell CPT	FEN1 inh
Cc1ccc(NC(=O)Nc2ncnc3nc[nH]c23)cc1	-9.0%	-23.1%	-4.8%
CSc1ccc(S(=O)(=O)NCCOc2ccccc2C)cc1	-12.4%	25.9µM*	-2.0%

# Later entries
smiles	GCN5L2 inh	TDP1 cell CPT	FEN1 inh
CCCc1nnc(NC(=O)CN2C(=O)c3ccccc3S2(=O)=O)s1	-3.9%	-8.2%	-2.1%
CCCN(C(=O)COC(=O)CNC(=O)c1ccc2ccccc2c1)c1c(N)n(Cc2ccccc2)c(=O)[nH]c1=O	0.6%	19.8%	-1.3%
CC(C)(C)[C@H]1C=C(C(=O)O)O[C@@H](OCCCCO)C1	nt	12.0%	-0.1%
COc1ccc(C(=O)N2CCC3(CC2)CCN(C(c2ccccc2)c2ccccc2)CC3)cc1	-14.8%	-7.7%	nt
COc1cc2nc(CN(C)Cc3ccc(Cl)cc3)[nH]c(=O)c2cc1OC	-6.9%	?	5.0%
CCSC1=NCCN1C(=O)c1c(-c2ccccc2Cl)noc1C	-6.1%	-9.3%	1.2%
COC(=O)C[C@H]1c2cc(C(F)(F)F)ccc2S(=O)(=O)N1c1ccc(N(C)C)cc1	nt	13µM*	-20.5%&11.1%
CN(C)c1nc(Oc2ccc(=O)n(C)n2)nc(N2CCOCC2)n1	2.0%	-5.0%	6.0%
COc1cc(OC)c2cc(C(=O)N/N=C/c3ccccc3O)[nH]c2c1	18.9%	4.61µM*	0.2%
COc1ccc(Cn2c(CCC(=O)O)nc3cccnc32)cc1	-6.2%	-26.1%	7.9%

smiles	GCN5L2 inh	TDP1 cell CPT	FEN1 inh
CC(Sc1ccc(Cl)cc1)C(=O)NCC(c1ccco1)N1CCCCC1 (stereo not given)	-9.2%	?	-2.3%
C=CCN(C(=O)c1csnn1)C(C(=O)NCc1ccccc1)c1c(F)cccc1Cl (stereo not given)	-2.2%	5.6%	-5.5%
CN(C)c1ccc(NC(=O)CN2CCC(C(=O)c3ccc(F)cc3)CC2)cc1	-3.6%	3.1%	-12.6%
COc1ccccc1-c1oc2ccccc2c1C#CCCO	?	-16.3%	-6.4%
Cn1c(=O)c(C(=O)CN2CCCCCC2)c(N)n(Cc2ccccc2)c1=O	-1.7%	-9.2%	1.1%
O=C(CN(Cc1ccccc1)C(=O)c1csnn1)NCCc1ccccc1	-6.3%	4.8%	-8.7%
COc1cccc(C=NNC(=O)CCCC(=O)NN=Cc2cccc(OC)c2)c1	nt	7.2%	-13.7%
CCc1ccc(-n2c(SCC(=O)Nc3cc(C)[nH]n3)nc3[nH]ncc3c2=O)cc1	-3.5%	-1.2%	-5.2%
COC(=O)NCCOc1cc(C)ccc1C	-4.8%	-5.9%	-0.1%
CCn1c(N2CCC(Cc3ccccc3)CC2)nc2c1c(=O)[nH]c(=O)n2C	-4.9%	?	1.6%

smiles	GCN5L2 inh	TDP1 cell CPT	FEN1 inh
COc1ccc(NC(=O)N(C)C[C@H]2Oc3ccc(NC(=O)Nc4ccc5c(c4)OCO5)cc3C(=O)N([C@H](C)CO)C[C@@H]2C)cc1	nt	2.5%	-15.9%
CC1(C)OC(=O)C=C[C@]2(C)[C@H]3CC[C@@]4(C)[C@H](C(=O)O)OC(=O)[C@H]5O[C@]54[C@]3(C)C(=O)C[C@@H]12	-0.6%	-15.8%	5.9%
O=C(Cn1c(=O)c2cc(Cl)ccc2n2nncc12)Nc1ccccc1	1.0%	-27.5%	-8.3%
Oc1ccccc1C1=Nc2ncnn2C(c2ccc(F)cc2)C1 (stereo not given)	-0.4%	?	-16.4%
C=CCn1c(COc2cccc3ccc(C)nc23)nnc1SCC(=O)O	nt	-1.6%	-3.4%
O=C(CN1C(=O)NC2(CCCC2)C1=O)Nc1ccccc1C(F)(F)F	-1.1%	5.4%	2.8%
CCc1ccc2c(COC(=O)C3CSC4(C)CCC(=O)N34)cc(=O)oc2c1 (stereo not given)	-5.5%	-4.8%	?
Cc1cccc(N=Nc2cnc(N)s2)c1	-5.7%	?	-1.2%
COc1ccc(Oc2ncc3nc(-c4ccc(OC)cc4)c(=O)n(C4CC4)c3n2)cc1	-28.6%	6.9%	nt
N#Cc1nc(-c2ccc(COc3ccccc3)o2)oc1N1CCCCC1	-5.5%	?	-5.4%

smiles	GCN5L2 inh	TDP1 cell CPT	FEN1 inh
N#CC1=C(SCc2ccccc2)NC(=O)CC1c1ccc(O)cc1 (stereo not given)	-5.3%	-12.7%	-9.2%
COc1cccc(CC(NC(C)=O)C(=O)NC2CCN(C(=O)NCc3ccccc3)CC2)c1 (stereo not given)	-7.8%	11.5%	-3.8%
CCOc1ccc(NC(=O)CN(C)C(=O)CN2C(=O)c3ccc([N+](=O)[O-])cc3C2=O)cc1OCC	0.9%	-25.0%	11.5%
CC1CC(C)CN(CCCNS(=O)(=O)c2ccc3c(c2)CCN3C(=O)C2CC2)C1 (stereo not given)	-5.6%	3.1%	20.1%
O=C1c2cccc([N+](=O)[O-])c2C(=O)N1c1ccccc1	-3.4%	23.6%	2.5%
COc1ccc(Nc2nc(-c3ccc(OC)cc3)c(CCC(=O)O)s2)cc1	-2.5%	7.5%	-13.7%
Cc1ccccc1NC(=O)Cc1nc(-c2ccc3ccccc3c2)cs1	30.6%[activator]	-21.9%	2.1%
COc1ccc(N2CCOCC2)c(NC(=O)c2ccc(Br)o2)c1	-6.6%	?	-12.9%
O=C(Nc1cc(Br)ccc1O)c1cc(-c2ccco2)on1	-16.4%	-2.3%	-8.7%
Cc1ccc(C=Nc2cc([N+](=O)[O-])ccc2C)s1	1.3%	0.9%	-8.7%

# 3 structures out of the list, arranged by formula weight, smallest number first:
smiles	GCN5L2 inh	TDP1 cell CPT	FEN1 inh
N#CC1=C(SCc2ccccc2)NC(=O)CC1c1ccc(O)cc1 (stereo not given)	-5.3%	-12.7%	-9.2%
COc1ccc(N2CCOCC2)c(NC(=O)c2ccc(Br)o2)c1	-6.6%	?	-12.9%
COc1cccc(CC(NC(C)=O)C(=O)NC2CCN(C(=O)NCc3ccccc3)CC2)c1 (stereo not given)	-7.8%	11.5%	-3.8%

# Later entries:
smiles	GCN5L2 inh	TDP1 cell CPT	FEN1 inh
CCOc1ccccc1C(=O)N1CCCCC1CCN1CCOCC1 (stereo not given)	-6.8%	-7.3%	22.2%
COc1cccc2c1Oc1ncccc1N(C(=O)CCC(=O)NCc1ccc(N(C)C)cc1)C2	-1.6%	?	21.5%
Cc1c2cnn(CC(=O)NCCc3ccccc3)c(=O)c2c(C)n1Cc1ccccc1	-7.6%	?	-19.0%
CCCCn1nc(CC(=O)NCCN(CC)CC)c2ccccc2c1=O	-6.2%	-21.2%	-1.8%
Cn1c(=N)c(S(=O)(=O)c2ccccc2)cc2c(=O)n3ccccc3nc21	0.3%	-2.1%	6.9%
CN(C)c1ncc2nc(-c3cccc(C#N)c3)c(=O)n(CCC#N)c2n1	-3.2%	20.3%	nt
O=[N+]([O-])c1cc(-c2nc(-c3ccccn3)no2)ccc1NCc1ccccc1	0.2%	-27.6%	-0.5%
Cc1cc2cc(C)c3nnc(SCC(=O)Nc4ccc(S(=O)(=O)N5CCCCC5C)cc4)n3c2cc1C (stereo not given)	-4.5%	?	1.2%
CCOC(=O)c1cnc(SC)nc1Oc1cccc(NC(=O)c2cccc(Cl)c2Cl)c1	-6.9%	?	-13.8%
Cc1ccc(N2C3=C(C(=O)CC(C)(C)C3)C(c3cn(C)nc3C)C3=C2CC(C)(C)CC3=O)cc1	nt	14.6µM*	?

smiles	GCN5L2 inh	TDP1 cell CPT	FEN1 inh
O=C(Cc1noc2ccccc12)NNC(=S)Nc1ccccc1	-10.9%	9.2%	1.4%
Cc1ccc2nc(C)cc(C(=O)Nc3nccs3)c2c1	-5.8%	-0.1%	-18.4%
Cc1cc(NC(=O)c2cc(S(=O)(=O)N3CCCCC3)ccc2C)no1	-25.3%	-1.2%	7.1%
Cc1occc(=O)c1OCc1c(F)cccc1Cl	-3.2%	3.1%	11.3%
Cc1cccc(NC(=S)NNC(=O)c2csc3c2CCC(C)C3)c1 (stereo not given)	-3.0%	?	-11.8%
Cc1cc(C(F)(F)F)nn1CC(=O)N(C)C1CCCCC1	nt	-6.9%	2.7%
Cc1ccc(O)c(NC(=O)C2CCCN2C(=O)OCc2ccccc2)c1 (stereo not given)	1.0%	-3.8%	-8.0%
CCCc1cc(=O)[nH]c(NCCc2ccccc2)n1	-4.3%	-24.4%	8.1%
CCOc1ccc(C(C)C)cc1S(=O)(=O)Nc1cccc(-c2ccc(N3CCOCC3)nn2)c1	-21.4%	?	-12.2%
Cc1cc(OCC(O)CN2CCc3ccccc3C2)cc(C(C)C)c1 (stereo not given)	-29.1%	?	-22.5%
CC(C)C[C@H]1CNC(=S)N1CC1CCN(CCC23CC4CC(CC(C4)C2)C3)CC1	nt	?	-7.8%
COc1cc(/C=C2/NC(=O)N(Cc3ccccc3F)C2=O)cc(OC)c1O	-14.4%	?	-4.7%
